Bioassay records from PubChem BioAssay.
ERAP1 inh – inhibitors of human ERAP1 aminopeptidase; Q9NZ08; recombinant ERAP1, Leu-AMC fluorescence, 60 min; inhibition, % at 10.7 µM; 340,000 tested, 0.15% active;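 active = mean replicate inhibition of at least 30%, or all replicates individually reaching that 30% level; inactive = mean below 30% and not every replicate reaching it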;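 also: 0% = neutral control wells and 100% = L-leucinethiol positive control wells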
Target sequence (Q9NZ08 whole entry, looked up): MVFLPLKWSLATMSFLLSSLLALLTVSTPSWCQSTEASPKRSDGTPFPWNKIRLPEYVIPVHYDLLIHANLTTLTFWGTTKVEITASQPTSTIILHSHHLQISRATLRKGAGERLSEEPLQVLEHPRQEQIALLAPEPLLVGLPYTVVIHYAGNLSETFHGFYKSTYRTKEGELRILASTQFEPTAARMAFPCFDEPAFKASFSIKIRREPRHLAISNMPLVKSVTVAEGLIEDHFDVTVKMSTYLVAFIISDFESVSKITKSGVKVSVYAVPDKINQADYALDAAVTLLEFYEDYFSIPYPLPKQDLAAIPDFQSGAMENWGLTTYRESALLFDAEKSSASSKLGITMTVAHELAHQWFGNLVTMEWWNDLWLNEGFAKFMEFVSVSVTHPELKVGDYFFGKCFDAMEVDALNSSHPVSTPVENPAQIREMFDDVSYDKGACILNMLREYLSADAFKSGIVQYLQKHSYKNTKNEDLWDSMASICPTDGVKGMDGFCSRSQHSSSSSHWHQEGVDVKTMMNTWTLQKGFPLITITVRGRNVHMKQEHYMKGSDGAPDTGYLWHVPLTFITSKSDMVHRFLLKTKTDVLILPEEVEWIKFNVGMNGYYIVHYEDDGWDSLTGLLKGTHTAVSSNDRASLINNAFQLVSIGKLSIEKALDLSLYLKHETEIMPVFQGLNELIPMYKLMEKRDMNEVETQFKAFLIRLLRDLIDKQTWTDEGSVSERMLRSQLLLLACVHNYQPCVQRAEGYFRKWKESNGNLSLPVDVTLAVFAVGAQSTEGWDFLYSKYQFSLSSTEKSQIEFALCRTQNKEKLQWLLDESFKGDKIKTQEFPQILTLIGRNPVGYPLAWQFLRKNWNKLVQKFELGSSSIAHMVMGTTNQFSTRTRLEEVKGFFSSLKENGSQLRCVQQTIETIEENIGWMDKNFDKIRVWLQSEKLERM
FN deposit inh – fibronectin deposition inhibition; 350,000 tested, 0.086% active; inhibition, % at 12.6 µM; AH1F fibroblasts, Alexa488-fibronectin deposition fluorescence, overnight;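 active = mean inhibition across replicates of 30% or more, regardless of how many single replicates reach that level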;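 also: positive control wells lacked labelled fibronectin entirely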
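Measured by – fluorescence 485/525 nm · System – AH1F fibroblast monolayer, labelled fibronectin deposition · Amount – 10000 cells per well · Buffer or medium – serum-reduced DMEM (2% serum) · Doses – single dose, pinned · Also added – fluorescent fibronectin at 24 nM final · Schedule – 1 h cell attachment, overnight exposure to compound and label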
PglD DTNB – blocks C. jejuni PglD acetyltransferase activity | purified PglD enzyme, DTNB colorimetric CoA detection | inhibition, % at 12.5 µM | 360,000 tested, 0.098% active | AID 602405; in the data active = inhibition above about 16%, passing the limit was not always enough; also: strong numbers were not always called active
S100A4 inh HTS – S100A4-myosin IIA interaction inhibition | inhibition, % at 10.7 µM | 360,000 tested, 0.14% active | S100A4/TAMRA-MyoIIA peptide fluorescence polarization;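 active = mean inhibition of at least 70% across replicates, with every replicate also reaching that level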
Target sequence (P26447 whole entry, looked up): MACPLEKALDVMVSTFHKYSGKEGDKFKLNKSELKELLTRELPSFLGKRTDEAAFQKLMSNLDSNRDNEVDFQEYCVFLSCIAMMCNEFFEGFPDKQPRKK
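Material: S100A4 monomer (human). Medium: Calcium-containing HEPES buffer, pH 7.2. Probe or stimulus: labelled myosin peptide probe, 5 nM. Compound dosing: one concentration per compound. Timing: polarization read 5 min after assay mix addition, stable 5–60 min. Benchmarks: DMSO as neutral control, TFP as positive control.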
LGR2 antag – inhibitors of bursicon-induced Drosophila LGR2 receptor cAMP signaling | HEK293 LGR2, CRE-luciferase, bursicon-stimulated, 4 h | inhibition, % at 9.99 µM | 380,000 tested, 0.35% active;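 active = drop in luminescence signal, shown as inhibition above about 50% in the replicate tests, limit read from the data, passing the limit was not always enough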;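 also: agonist challenge used bursicon conditioned medium at about half maximal strength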
EWS-Fli block – EWS/Fli transcriptional activity inhibition | inhibition, % at 12.6 µM | A673 NR0B1-luciferase reporter, viability-normalised | 350,000 tested, 0.67% active;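 active = mean inhibition of at least 50% after viability correction, with every replicate also passing that limit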;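 also: firefly luciferase signal divided by Alamar Blue viability fluorescence both relative to DMSO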
PAX8 reporter – lowers PAX8-driven luciferase in RMG-I cells; RMG-I TPO-luciferase reporter, SteadyGlo, 24 h; inhibition, % at 12.6 µM; 360,000 tested, 1.2% active; AID 652154;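 active = mean replicate inhibition at least 60% with every replicate also reaching 60%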;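 also: luciferase light reporting Pax8 driven TPO promoter activity; plate controls were median of neutral control wells for no effect and mitoxantrone controls for full effect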
PGC1a acetyl inh – PGC1a acetylation modulation, inhibitor mode; U2OS PGC1a acetylation, AlphaScreen anti-acetyl-lysine; with virally co-expressed GCN5 acetyltransferase; inhibition, % at 15.6 µM; 350,000 tested, 0.17% active;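 active = every replicate shows inhibition of at least 40%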;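 also: 0% = neutral control wells and 100% = positive control wells; some results beyond the cut were filed as inactive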
Numbers without * were called inactive; . = no result given; & = joins results of further samples.

SMILES	ERAP1 inh	FN deposit inh	PglD DTNB	S100A4 inh HTS	LGR2 antag	EWS-Fli block	PAX8 reporter	PGC1a acetyl inh
CC(C)CCN(CCC(C)C)C(CO)(CO)CO	-4	.	.	-2	1	-1	6	-10
Cc1oc(-c2ccccc2)nc1CSc1nc2c(c(=O)[nH]1)CCC2	0	-1	2	-2	0	6	13	-3
CN1C(=O)c2cc(NC(=O)c3cccc(F)c3)ccc2OC[C@@H]2O[C@@H](CC(=O)NC3CCC3)CC[C@H]21	.	6&-8	-3&2	.	-3&10	-12&1	9&-7	5&-12
CO[C@H]1CN(C)C(=O)c2cc(NC(=O)Nc3cccc(F)c3)ccc2OC[C@@H](C)N(C)C[C@H]1C	-4	7	-1	49	-5	0	.	6
Nc1cc(-c2ccc(Cl)cc2)nn1S(=O)(=O)c1ccccc1	1	2	2	-2	-6	3	9	3
COc1ccc(C)cc1C(=O)CCC(=O)NCCc1ccc(S(N)(=O)=O)cc1	1	3	-4	2	31	6	0	6
CC(=O)c1ccc(NC(=O)CSc2nc3ccccc3c(=O)n2CCCN2CCOCC2)cc1	1	0	2	-5	-4	0	5	0
CC(C)C#Cc1ccc([C@H]2[C@@H](CO)N3C(=O)CN(C(=O)C4CCCCC4)C[C@H]23)cc1	0	.	.	0	9	-9	-10	-15
CN(C(=O)c1cccnc1)c1nnc(-c2cnccn2)s1	.	-2	9	.	.	.	-23	-4
C=Cc1ccc(Cn2nc(-c3ccc(C)cc3)ccc2=O)cc1	-2	9	2	0	1	0	4	-1
O=c1c2ccccc2nnn1CSc1nc2ccccc2c(=O)n1CCCO	-1	-2	-4	0	-28	-2	19	0
COc1ccc(C#Cc2cnc3c(c2)C(=O)N([C@H](C)CO)C[C@@H](C)[C@H](CN(C)C(=O)CC2CC2)O3)cc1	0	14	10	-2	18	-1	19	10
CCn1cc(CNC(=O)C2CCC(=O)N(Cc3ccc(Cl)cc3)C2)cn1 (stereo not given)	0	4	-3	-6	6	-5	4	.
O=C(Nc1c(-c2ccccc2)[nH][nH]c1=O)c1ccc(-c2ccccc2)cc1	-1	5	.	-1	-21	-17	-31	.
O=C(Cc1ccc(Br)cc1)OCC(=O)N1CCOCC1	-4	1	-1	-3	-5	4	-8	-3
COc1cc2nc(CSc3nc(-c4ccc(F)cc4)cs3)[nH]c(=O)c2cc1OC	.	-13	-2	.	32	.	6	.
O=C(CCCN1C(=O)/C(=C\c2cccs2)SC1=S)Nc1cccnc1	6	16	4	2	7	-7	22	-2
COc1ccc(N2CCN(C(=O)c3ccc(Cn4c(=S)[nH]c5ccc(N6CCOCC6)cc5c4=O)cc3)CC2)cc1	-1	4	0	-8	-49	-19	-50	2
COc1ccc(/C=C2\SC(=S)N(CCC(=O)NC3CCCC3)C2=O)cc1OC	3	3	-10	-4	-9	5	-8	.
COc1ccc(CN2[C@H](CO)[C@H]3c4ccccc4N(C(=O)Nc4ccc(F)cc4)C[C@H]32)cc1	0	.	-4	-9	10	-3	21	0
CC(C)(C)OC(=O)C[C@H]1C/C=C\C[C@@H](CC(=O)N(CCO)Cc2ccccc2)C(=O)N[C@H](C(C)(C)C)COC1=O	1	12	-3	-1	1	4	9	.
CCc1nc2sc3c(c2c(=O)n1CCO)CCC3	-2	2	1	-1	-2	0	11	.
C=CCn1c(-c2cccnc2)n[nH]c1=S	3	3	1	2	5	-3	7	1
COc1ccc(NC(=O)N(C)C[C@@H]2Oc3ccc(NC(=O)Nc4ccc(F)cc4)cc3CC(=O)N([C@@H](C)CO)C[C@H]2C)cc1	2	.	5	8	3	-5	.	-8
Cc1ccc(C)c(Cn2c(C(=O)OC(C)C)cc3c2ccn3C)c1	.	-10	-5	.	.	.	12	2
C[C@H]1CN([C@@H](C)CO)S(=O)(=O)c2ccc(-c3cncnc3)cc2O[C@@H]1CN(C)Cc1ccccn1	2	.	-4	-21	-4	-2	-18	6
COC[C@@]12C[C@H]3C(=O)N(Cc4ccccc4)C(=O)[C@H]3[C@@H](CO1)/C2=C\c1ccccc1	1	.	.	-3	.	-2	7	3
CCc1ccc(/C=C(/C#N)C(N)=S)s1	-2	4	-2	-2	9	-2	-14	-2
O=C(NCC(=O)N1CCOCC1)c1ccc(Br)o1	-5	-11	4	-16	14	-2	-19	.
Cc1nc2c(OCCOc3ccc(F)cc3)cccn2c1N(C)C(=O)CCC1CCCC1	0	0	0	-3	-11	2	37	-5
C[C@@H]1CN([C@H](C)CO)C(=O)Cc2cc(NS(=O)(=O)c3cn(C)cn3)ccc2O[C@@H]1CN(C)C(=O)Nc1ccc(F)cc1	0	-7	-1	12	11	-5	.	-8
C[C@@H]1CN([C@H](C)CO)C(=O)Cc2cc(NC(=O)CCN3CCOCC3)ccc2O[C@H]1CN(C)C(=O)NC1CCCCC1	0	6	0	1	20	1	15	1
CCc1cccc(NC(=O)COC(=O)c2c(C)nn(-c3ccccc3)c2C)c1	-3	-4	0	3	-7	-5	-13	1
C[C@@H]1CN([C@@H](C)CO)S(=O)(=O)c2ccc(-c3ccc(C(=O)N(C)C)cc3)cc2O[C@H]1CN(C)C(=O)Nc1ccccc1F	1	.	5	4	5	5	14	-42
CCCNS(=O)(=O)c1ccc(OCC(=O)Nc2ccc3c(c2)OCCO3)c(C)c1	1	1	.	2	-12	-2	.	.
CC(C)(C)NC(=S)Nc1cccc(C(F)(F)F)c1	-1	13	4	-3	7	15	7	-1
C[C@@H]1CCCCO[C@H](CN(C)S(=O)(=O)c2cccs2)[C@@H](C)CN([C@H](C)CO)C(=O)c2cc(NC(=O)Nc3ccc4c(c3)OCO4)ccc2O1	4	.	2&-3	-5&-3	5	-2&0	-1&-10	-4&-6
CCCNC(=O)Nc1ccc2c(c1)OC[C@@H](C)N(Cc1ccc(-c3ccccn3)cc1)C[C@H](C)[C@H](OC)CN(C)C2=O	0	3	2	9	-20	-18	-23	-2
COCCN1C(=O)N[C@@H](c2cccc(C(F)(F)F)c2)[C@H](C(=O)OC)[C@H]1C	10	2	4	0	-6	-3	0	.
Cc1noc(C)c1NC(=O)Nc1ccc2c(c1)CC(=O)N([C@@H](C)CO)C[C@H](C)[C@H](CN(C)S(=O)(=O)c1ccc(F)cc1)O2	-4	.	2	30	-23	-25	-38	4
Cc1nc(N)nc2c1CCCC2	.	-5	-4	2	-16	.	.	.
O=C(COc1ccc(Cl)cc1)NCCCNC(=O)c1cccnc1	0	-2	-4	-22	4	-4	-7	-112
Cc1ccc(Cl)c(OCCCN(C)Cc2ccccc2)c1	.	-2	2	-5	-1	8	-30	-12
COc1ccc(NC(=O)N[C@@H]2CC[C@@H](CCn3cc(-c4ccccc4F)nn3)O[C@H]2CO)cc1	3	.	0	0	2	1	-2	-20
O=C(NC(=S)Nc1c(Cl)cc(Cl)cc1Cl)c1ccccc1	-5	-8	1	1	-25	0	-38	4

The final four records of the section before are carried over, then new ones follow:
SMILES	ERAP1 inh	FN deposit inh	PglD DTNB	S100A4 inh HTS	LGR2 antag	EWS-Fli block	PAX8 reporter	PGC1a acetyl inh
O=C(COc1ccc(Cl)cc1)NCCCNC(=O)c1cccnc1	0	-2	-4	-22	4	-4	-7	-112
Cc1ccc(Cl)c(OCCCN(C)Cc2ccccc2)c1	.	-2	2	-5	-1	8	-30	-12
COc1ccc(NC(=O)N[C@@H]2CC[C@@H](CCn3cc(-c4ccccc4F)nn3)O[C@H]2CO)cc1	3	.	0	0	2	1	-2	-20
O=C(NC(=S)Nc1c(Cl)cc(Cl)cc1Cl)c1ccccc1	-5	-8	1	1	-25	0	-38	4
Cc1ccc(S(=O)(=O)N2CCN=C2SCc2c(F)cccc2Cl)cc1	0	8	-1	-5	-13	-8	12	.
CCOc1ccc(CNC(=O)CCS(=O)(=O)c2ccc3c(c2)NC(=O)CO3)cc1OC	-3	4	-1	-1	-2	-2	6	-1
Cc1ccc2c(COC(=O)C3CC(=O)N(c4ccc5c(c4)OCCO5)C3)cc(=O)oc2c1 (stereo not given)	1	8	3	-4	5	3	28	-3
O=C(N/N=C/c1cccnc1)c1ccc(Cn2cc([N+](=O)[O-])cn2)o1	-1	1	.	-2	10	5	-24	.
O=C(Nc1ccc(F)cc1)N1C[C@@H]2[C@H](c3ccccc31)[C@@H](CO)N2C(=O)c1ccccc1	-3	.	6	-8	-20	-1	4	-2
NC(=O)C1CCN(S(=O)(=O)c2ccccc2[N+](=O)[O-])CC1	-2	-5	0	2	-12	4	20	.
Cc1noc(C)c1CCC(=O)N1CCCC(CO)(Cc2ccccc2)C1 (stereo not given)	3	-1	0	0	-73	-49	-187	-6
COc1cc(OC)cc(-c2nnc(SCc3ccc(C(=O)O)cc3)o2)c1	-3	6	-1	-2	-3	17	-2	3
COc1cc2cc(CCCOC(=O)CCCC(=O)O)oc(=O)c2cc1OC	-1	-11	-2	3	1	-3	-1	-9
CN1CCN(S(=O)(=O)c2ccc(N(C)Cc3c(F)cccc3Cl)nc2)CC1	0	0	-3	1	16	5	-3	-2
COc1ccccc1/C=C/C(=O)N1CCc2cc(OC)c(OC)cc2C1C (stereo not given)	1	5	0	3	-3	-9	16	4
C[C@@H]1CN([C@@H](C)CO)C(=O)CCCn2nncc2CO[C@@H]1CN(C)C(=O)c1ccc2ccn(C)c2c1	9&2&-3	-6	3&4&0	2&11&1	7&-14	-12&5&2	-11&-15	8&3&1
C[C@H](CO)N1C[C@H](C)[C@H](CN(C)C(=O)Nc2ccc(F)cc2)Oc2ccc(NC(=O)Nc3ccc(F)cc3)cc2C1=O	0	.	10	-5	12	-6	.	-11
O=C1c2ccccc2/C(=C\c2ccc(Br)s2)N1c1ccccc1	-4	0	-7	-22	-10	-15	15	-1
O=C1NC(=S)N/C1=C/c1cccn1-c1ccc([N+](=O)[O-])cc1	1	7	.	-4	16	13	-13	7
Oc1ccccc1-c1csc(-c2ccccc2)n1	-2	-13	0	0	-35	-97	-129	1
O=C(COC(=O)c1ccc(Br)cc1)Nc1ccccc1Br	1	8	.	29	6	4	-23	37
S=C1NCCc2ccccc2C1c1ccccc1Cl (stereo not given)	.	-5	0	.	.	.	21	12
CCOC(=O)c1csc(-c2ccc(OC)c(OC)c2)n1	-2	-2	.	-5	-18	-1	-1	.
O=C(Nc1ccc(S(=O)(=O)NC2=NCCCCC2)cc1)c1ccco1	-3	.	.	9	4	-1	19	-6
CCOc1ccc(NC(=O)N(C2CCCC2)C2CCN(C(C)=O)CC2)cc1	0	-4	.	-2	3	3	14	-5
COc1ccc(C#Cc2cccc(-c3nc(C(=O)NCCCN4CCOCC4)cc4c3[C@@H](CCO)N(S(=O)C(C)(C)C)C4)c2)cc1OC (stereo not given in full)	2	-1	4	-24	-1	1	-18	.
COC(=O)c1ccc(OC(=O)c2cccnc2SC)cc1	-3	2	.	-1	-5	-5	2	-10
COc1cccc(-c2ccc([C@@H]3[C@H]4CN(C(=O)C5CCC5)CC(=O)N4[C@H]3CO)cc2)c1	-1	-11	.	9	-1	-1	19	-23
CCc1ccccc1NC(=O)C1COc2ccccc2O1 (stereo not given)	0	-6	-2	0	-14	-3	7	.
O=C(NC1CCSc2ccccc21)c1ccccc1Br (stereo not given)	2	.	14	-1	3	.	-7	-11
O=C(Nc1ccc(F)cc1)N1CCc2ccccc2C1	-6	-3	.	3	-75	-115	-115	7
CCc1ccc(S(=O)(=O)N(C(=O)c2ccncc2)c2ccc(OC(=O)c3ccncc3)cc2)cc1	.	0	1	.	27	.	-18	1

Compounds as they come. About 2.1% of those tested had a hit in this group.
